Assay outcomes: PubChem, Broad Institute
ERAP1 HTS inh: inhibitors of human ERAP1 aminopeptidase. Q9NZ08. recombinant ERAP1, Leu-AMC fluorescence, 60 min. inhibition, % at 10.7 µM. 340,000 compounds, 0.15% hits. AID 652197;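 active = mean replicate inhibition of at least 30%, or all replicates individually reaching that 30% level; inactive = mean below 30% and not every replicate reaching it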;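 note: 0% = neutral control wells and 100% = L-leucinethiol positive control wells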
RAD54 branch: inhibitors of human RAD54 branch migration | Q92698 | RAD54 Holliday junction branch migration, FAM/BHQ fluorescence | inhibition, % at 10.4 µM | 360,000 compounds, 0.14% hits | AID 602329;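 active = mean normalized replicate activity at least 40 and at least half of replicates scoring 40 or more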;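 note: 0% = median of neutral control wells and 100% = median of positive control wells; inhibitors cause a drop in the FAM fluorescence signal; in these data hits start at about 50%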
Target sequence (Q92698 whole entry, looked up): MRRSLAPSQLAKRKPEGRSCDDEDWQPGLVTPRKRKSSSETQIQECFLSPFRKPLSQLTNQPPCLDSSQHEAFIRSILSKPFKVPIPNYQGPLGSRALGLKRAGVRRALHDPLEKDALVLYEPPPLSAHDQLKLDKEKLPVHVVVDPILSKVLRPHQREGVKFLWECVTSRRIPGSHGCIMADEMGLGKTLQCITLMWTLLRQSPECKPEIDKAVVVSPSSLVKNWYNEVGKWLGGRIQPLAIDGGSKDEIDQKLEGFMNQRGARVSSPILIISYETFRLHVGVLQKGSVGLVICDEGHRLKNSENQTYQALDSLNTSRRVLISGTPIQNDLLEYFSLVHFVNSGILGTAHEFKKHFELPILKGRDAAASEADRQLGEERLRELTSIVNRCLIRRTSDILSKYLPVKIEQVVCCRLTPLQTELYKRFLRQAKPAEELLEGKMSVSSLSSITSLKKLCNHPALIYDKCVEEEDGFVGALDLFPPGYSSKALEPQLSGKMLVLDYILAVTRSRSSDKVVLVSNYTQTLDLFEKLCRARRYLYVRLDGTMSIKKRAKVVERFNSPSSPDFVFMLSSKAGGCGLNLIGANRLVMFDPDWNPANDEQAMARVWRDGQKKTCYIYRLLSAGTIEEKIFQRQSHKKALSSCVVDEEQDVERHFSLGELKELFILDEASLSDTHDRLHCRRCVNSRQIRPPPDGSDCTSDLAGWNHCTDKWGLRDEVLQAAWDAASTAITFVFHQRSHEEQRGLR
PglD inh: inhibitors of Campylobacter jejuni PglD acetyltransferase; 360,000 compounds, 0.098% hits; AID 602405; purified PglD enzyme, DTNB colorimetric CoA detection; inhibition, % at 12.5 µM; in the data active = inhibition above about 16%, passing the limit was not always enough; note: strong numbers were not always called active
E-sel inducer: E-selectin induction on HUVECs. P16581. HUVEC E-selectin immunofluorescence imaging; normalized: neutral wells 0, TNF-alpha wells 100. activation, % at 7.58 µM. 260,000 compounds, 0.37% hits. AID 686992;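 active = mean E-selectin-positive cell signal at least 10% of the positive control, reached in at least 60% of replicates, without over 20% cell loss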;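 note: in these data hits start at about 27%; measured in HUVEC primary endothelial cells; signal is the percent of cells scored E-selectin positive by PE staining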
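Assay system: HUVEC primary endothelial cells. Input: 3,000 HUVEC seeded per well. Doses: one compound dose added by pin transfer. Read-out basis: % PE-positive cells. Benchmarks: TNF-alpha high, DMSO low. Detection: immunofluorescence imaging. Buffer or medium: EGM-2, gelatin.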
Cneo AK release: Cryptococcus neoformans lysis via adenylate kinase release; C. neoformans lysis, adenylate kinase release luminescence, 4 h; normalised: neutral wells 0, clomiphene wells 100; lysis activity, % at 15 µM; 360,000 compounds, 0.2% hits; AID 651654;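 active = mean lysis activity across replicates of at least 80%, whatever share of replicates individually reach that level; inactive = mean lysis activity below 80%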
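Assay system: log-phase C. neoformans yeast / Quantity: yeast cell density of 5 × 10^6 cells/mL / Medium: fresh YPD growth medium / Compound: single dose / Timing: static 4 h at 37 °C with compound, 1 h detection / Measured by: adenylate kinase release luminescence / Read-out: lysis from increased AK signal / Benchmarks: Clomiphene as positive lysis control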
PGC1a acetyl inh: lowers PGC1a acetylation signal in U2OS cells. 350,000 compounds, 0.17% hits. inhibition, % at 15.6 µM. AlphaScreen anti-acetyl-lysine; with virally co-expressed GCN5 acetyltransferase. AID 651687;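 active = every replicate shows inhibition of at least 40%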;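 note: 0% = neutral control wells and 100% = positive control wells; some results beyond the cut were filed as inactive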
miR-122 sensor: blocks miR-122 activity in Huh7 sensor cells. Huh7 miR-122 Renilla luciferase sensor, 48 h; neutral wells = 0, positive control = 100. 340,000 compounds, 0.3% hits. AID 602342. activation (reporter increase), % at 12.5 µM;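 active = mean replicate activation score at least 90 and every replicate individually at or above 90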;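 note: higher luciferase means less miR-122 activity so hits act as miR-122 inhibitors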
RAD52 anneal inh: inhibitors of human RAD52 DNA annealing; AID 651710; recombinant RAD52 DNA annealing, FRET fluorescence; inhibition, % at 18.7 µM; P43351; 360,000 compounds, 0.46% hits;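 active = every replicate showing at least 50% inhibition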
Numbers without * were called inactive; . = no result given; [ ] = remark or other dose. Random draw from the library. Share with any hit: about 1.4%.

(1) COc1ccc(Cl)cc1S(=O)(=O)N1CCCC(C(=O)NCc2ccccc2)C1 (stereo not given)
(2) CCC(=O)N1[C@H](CO)[C@H](c2ccccc2)C12CN(C(=O)NC1CCCC1)C2
(3) Cc1nc(N)c(CC(Br)CBr)c(Cl)n1 (stereo not given)
(4) CCCCC(=O)N(C)c1c(CC)nc2c(OCC(=O)C(C)(C)C)cccn12
(5) COc1cc(/C=N/NC(=O)CCN2CCCCC2)ccc1O
(6) O=C(C[C@@H]1C[C@@H]2c3cc(NC(=O)Nc4ccccc4)ccc3O[C@@H]2[C@@H](CO)O1)NCCN1CCCCC1
(7) O=S(=O)(Nc1ccccc1O)c1ccc(Cl)nc1
(8) COc1ccc(NC(=O)NNC(=O)c2ccc3ccccc3c2O)cc1OC
assay / entry	1	2	3	4	5	6	7	8
ERAP1 HTS inh	3	0	-2	-4	1	-2	-1	-5
RAD54 branch	1	.	.	-5	.	10	-1	5
PglD inh	-4	.	.	-6	.	4	2	-19
E-sel inducer	0.2	-0.1	.	0.5	.	0.8	-0.2	0.0
Cneo AK release	-1	.	.	1	.	11	-1	-6
PGC1a acetyl inh	.	13	19	.	-12	2	0	3
miR-122 sensor	1	.	15	-2	-5	4[16.7 µM]	.	3
RAD52 anneal inh	-4	10	-3	-10	16	21	-14	-6

(9) CO[C@@H]1CN(C)C(=O)c2ccc(NC(=O)Cc3ccccc3)cc2OC[C@@H](C)N(CC2CC2)C[C@@H]1C
(10) Cc1ccc(S(=O)(=O)NCC[C@@H]2CC[C@@H](NC(=O)CCN3CCCCC3)[C@H](CO)O2)cc1
(11) Cc1c(-c2cccc(Cl)c2)nc2ccccc2c1C(=O)OCC(=O)N(C)C1CCS(=O)(=O)C1 (stereo not given)
(12) C[C@H](CO)N1C[C@H](C)[C@H](CN(C)C(=O)CN(C)C)Oc2cc(C#Cc3ccccc3)ccc2S1(=O)=O
(13) CCn1c(C)nc2cc(C(=O)NN=Cc3ccc([N+](=O)[O-])cc3)ccc21
(14) COC(=O)CC/C(=N/Nc1ccc(Cl)c(Cl)c1)C(=O)OC
(15) O=C(c1ccccc1F)N1CC2(C1)[C@@H](c1ccccc1)[C@@H](CO)N2CC1CC1
(16) COc1cccc(CNC(=O)c2cc(S(=O)(=O)N3CCCCC3)ccc2C)c1
assay / entry	9	10	11	12	13	14	15	16
ERAP1 HTS inh	-1	-2	0	0	0	19	6	-3
RAD54 branch	4	0	7	8	0	.	.	2
PglD inh	-1	2	6	0	2	.	.	-2
E-sel inducer	0.0	-0.4	.	0.3	-0.7	-0.9	0.0	-0.2
Cneo AK release	11	2	2	8	0	.	.	0
PGC1a acetyl inh	-11	8	9	-22	.	-5	-10	.
miR-122 sensor	10[16.7 µM]	.	23	-5[16.7 µM]	.	-4	.	-2
RAD52 anneal inh	20	-10	-13	60*	-2	-1	-2	-14

(17) CO[C@H]1CN(C)C(=O)c2cc(NC(C)=O)ccc2OC[C@H](C)N(C(=O)c2ccccc2F)C[C@H]1C
(18) Oc1ccc(Br)cc1-c1ccn[nH]1
(19) C[C@H]1CN([C@@H](C)CO)C(=O)c2cc(C#CC3CCCCC3)cnc2O[C@H]1CN(C)C(=O)Nc1ccccc1
(20) COC(=O)c1[nH]c2cc(C)ccc2c1NC(=O)CN1CCN(C(=O)c2ccco2)CC1
(21) COc1ccc(C(=O)c2ccccc2CN2C(=O)c3ccccc3C2=O)cc1
(22) Cc1cc(NC(=O)CSc2nc(-c3ccco3)cc(C(F)(F)F)n2)no1
(23) Cc1c(Cc2ccccc2)c(=O)oc2cc(OCc3nn[nH]n3)ccc12
(24) CCOC(=O)c1ccc(NC(=O)Nc2cccc(C)n2)cc1
assay / entry	17	18	19	20	21	22	23	24
ERAP1 HTS inh	0	0	.	.	0	.	.	-8
RAD54 branch	5	-8	5	-10	.	2	1	-3
PglD inh	0	6	-1	-1	.	-3	6	1
E-sel inducer	-0.2	.	-2.1	.	0.2	.	.	.
Cneo AK release	-6	-3	-9	0	.	0	0	-2
PGC1a acetyl inh	8	.	-6	-21	10	-10	-10	-14
miR-122 sensor	-21[16.7 µM]	-6	.	2	-2	17	-3	1
RAD52 anneal inh	-5	-1	0	.	-8	.	.	-9

In another format: results already given
Results follow in this order: ERAP1 HTS inh, RAD54 branch, PglD inh, E-sel inducer, Cneo AK release, PGC1a acetyl inh, miR-122 sensor, RAD52 anneal inh
21) COc1ccc(C(=O)c2ccccc2CN2C(=O)c3ccccc3C2=O)cc1
    0, ., ., 0.2, ., 10, -2, -8
22) Cc1cc(NC(=O)CSc2nc(-c3ccco3)cc(C(F)(F)F)n2)no1
    ., 2, -3, ., 0, -10, 17, .
23) Cc1c(Cc2ccccc2)c(=O)oc2cc(OCc3nn[nH]n3)ccc12
    ., 1, 6, ., 0, -10, -3, .

Carrying on:
(25) CNC[C@H]1Oc2ccc(NC(=O)CCN3CCOCC3)cc2CC(=O)N([C@@H](C)CO)C[C@H]1C
(26) CCCCOc1ccc(C(=O)Nc2cccc(-n3cnnn3)c2)cc1OC
(27) CCc1nc2ccc(C(=O)Nc3cccc(OCC(=O)N(C)C)c3)cn2c1N(C)C(=O)c1ccncc1
(28) C[C@H]1CN([C@@H](C)CO)C(=O)c2c(c3ccccc3n2C)-c2ccccc2CO[C@H]1CN(C)C(=O)[C@H]1CCCN1C
(29) COCCNC(=O)c1onc(CSc2cccc(Cl)c2)c1C(=O)O
(30) CC(=O)c1cccc(NC(=O)c2ccc3c(=O)n4c(nc3c2)CCCCC4)c1
(31) CCCC(=O)Nc1ccc2c(c1)C(=O)N(C)C[C@@H](OC)[C@@H](C)CN(Cc1cncnc1)[C@H](C)CO2
(32) O=C(CCNC(=O)Cn1cnc2ccccc2c1=O)NCC1CCCO1 (stereo not given)
assay / entry	25	26	27	28	29	30	31	32
ERAP1 HTS inh	7	-7	2	3	-3	1	-2	1
RAD54 branch	3	-2	-3	7	-1	.	-11	4
PglD inh	0	1	-5	-3	0	.	3	-3
E-sel inducer	0.0	.	0.2	5.7	0.0	0.1	0.3	0.2
Cneo AK release	-3	-1	-1	-3	0	.	-14	3
PGC1a acetyl inh	-2	-10	-6	-6	11	5	-3	0
miR-122 sensor	1[16.7 µM]	4	1	.	-3	.	.	-4
RAD52 anneal inh	-5	-12	-1	-22	-12	4	4	1

(33) Cc1ccccc1N/C(=C(/C(Cl)=C(Cl)Cl)[N+](=O)[O-])n1nnc2ccccc21
(34) CCCCCCOc1ccc(C(=O)n2cnc(N)n2)cc1
(35) O=C(Nc1nc(-c2ccccn2)cs1)c1ccc2c(c1)OCCO2
(36) CCCCn1c(N)c(N(C(=O)CSc2nncn2-c2ccccc2)C2CCCC2)c(=O)[nH]c1=O
(37) COCCN1C(=NCCCOC(C)C)N[C@@H](c2ccccc2)C(C(=O)OC)=C1C
(38) Cc1cc(C)cc(NS(=O)(=O)c2ccc3c(c2)c(=O)n(C)c(=O)n3C)c1
(39) Cn1c(=O)[nH]c(=O)c2c1[nH]c(=S)n2CCCc1ccccc1
(40) CCc1c(C)nc(Nc2nc(C)c3cc(OC)ccc3n2)[nH]c1=O
assay / entry	33	34	35	36	37	38	39	40
ERAP1 HTS inh	-7	.	1	2	16	0	14	.
RAD54 branch	9	2	-4	0	1	.	6	8
PglD inh	-3	-1	0	4	1	.	11	-4
E-sel inducer	.	.	-0.2	-0.3	-0.2	.	.	.
Cneo AK release	0	8	0	0	-6	.	-5	-2
PGC1a acetyl inh	-6	2	7	7	1	20	17	9
miR-122 sensor	-5	-7	-2	1	5	40	-2	2
RAD52 anneal inh	-13	.	8	-14	-14	-10	-9	.

(41) CCc1nc2ccc(C(=O)N3CCCCC3)cn2c1N(CCC(C)C)CCN(C)C
(42) O=C(COC(=O)CNC(=O)c1ccc([N+](=O)[O-])o1)Nc1ncc(C(F)(F)F)cc1Cl
(43) COc1cccc2c(SCC(=O)N/N=C/c3ccccc3)cc(C)nc12
(44) CNC(=O)CN1C(=O)CSc2ncccc21
(45) CCC(=O)N1CCN(c2ccccc2NC(=O)c2cccs2)CC1
(46) CC(=O)N[C@@H](Cc1c[nH]c2ccccc12)C(=O)OCc1ccc(C#N)cc1
(47) O=C(NCc1ccccc1)[C@H]1[C@H](CO)[C@H]2Cn3c(cccc3=O)[C@@H]1N2CC1CCCC1
(48) O=C(C[C@@H]1CC[C@H]2[C@@H](COC[C@@H](O)CN2C(=O)Nc2cccc(F)c2)O1)NCCCN1CCOCC1
assay / entry	41	42	43	44	45	46	47	48
ERAP1 HTS inh	-5	-2	-3	-1	2	3	-1	-9
RAD54 branch	5	-2	12	-7	-1	-4	-4	4
PglD inh	1	-2	5	0	2	-1	-3	-1
E-sel inducer	-0.2	-1.4	.	.	0.2	.	0.2	-0.2
Cneo AK release	-4	2	-2	3	-1	-1	57	-2
PGC1a acetyl inh	11	6	.	-2	8	.	.	6
miR-122 sensor	-4	.	-5	7	-2	.	-5[16.7 µM]	-5[16.7 µM]
RAD52 anneal inh	-14	-11	-10	1	-12	-17	14	3

(49) CCC(=O)Nc1ccc(N2CCCCC2)cc1
(50) Cc1ccc(S(=O)(=O)NCC23C=CC(O2)C2C(=O)N(c4ccccc4)C(=O)C23)cc1 (stereo not given)
(51) C[C@H]1Cn2cnc(C(=O)N[C@H](C)c3ccccc3)c2C(=O)N1
(52) CCOc1ccc(C(=O)Nc2cccc3ncccc23)cc1Cl
(53) Cc1ccc(OCCN2CCCCCC2)c(C)c1
(54) NC(=O)C1CCN(CC(=O)N2c3ccccc3CCc3ccccc32)CC1
(55) Cc1noc(C)c1NC(=O)N(C)C[C@@H]1Oc2ccc(NC(=O)Nc3ccc(C(F)(F)F)cc3)cc2CC(=O)N([C@H](C)CO)C[C@@H]1C
(56) O=C(NNC(=O)c1ccccc1OCc1ccccc1Cl)c1csc(N2CCOCC2)n1
assay / entry	49	50	51	52	53	54	55	56
ERAP1 HTS inh	.	.	2	2	.	.	-5	4
RAD54 branch	6	6	3	-2	8	3	6	4
PglD inh	-9	2	0	-3	3	-3	-4	-1
E-sel inducer	.	.	0.0	0.1	.	0.4	-6.9	.
Cneo AK release	0	0	-3	-1	1	-1	-1	-1
PGC1a acetyl inh	4	-5	3	7	14	3	-10	-2
miR-122 sensor	-11	6	-4	-4	18	-7	-3[16.7 µM]	-3
RAD52 anneal inh	.	.	-7	-10	.	.	4	4

(57) COc1ccc(N=Nc2c(C)n[nH]c2C)cc1
(58) Cc1nc(-c2c(C(F)(F)F)noc2-c2ccc(O)cc2O)cs1
(59) CCC(=O)Nc1ccc(C(=O)NNC(=O)c2ccc(C)cc2)cc1
(60) C[C@H](CO)N1C[C@H](C)[C@@H](CN(C)Cc2ccc(Cl)c(Cl)c2)Oc2ccc(NS(=O)(=O)c3cn(C)cn3)cc2CC1=O
(61) Cc1nc(SCC(=O)Nc2ccc(OCc3ccccc3)cc2)n[nH]1
(62) CNC(=O)C[C@@H]1CC[C@H]2[C@H](COc3ccc(NC(=O)NC4CCCC4)cc3C(=O)N2C)O1
(63) COc1ccc2cc(/C=N/NC(=O)c3ccc(CN(c4ccc(C)c(C)c4)S(C)(=O)=O)cc3)c(Cl)nc2c1
assay / entry	57	58	59	60	61	62	63
ERAP1 HTS inh	-3	0	9	4	0	2	.
RAD54 branch	-15	0	-5	9	2	0	11
PglD inh	2	2	-2	2	1	0	-4
E-sel inducer	0.3	.	0.6	.	3.1	0.0	.
Cneo AK release	0	3	1	2	-5	6	-1
PGC1a acetyl inh	.	4	5	-1	.	4	-17
miR-122 sensor	0	-4	-4	-10[16.7 µM]	-14	6[16.7 µM]	-4
RAD52 anneal inh	1	-9	7	-3	-11	0	.
